ATXN2 expr inh: reduces ATXN2 reporter expression in HEK-293 cells; HEK-293 ATXN2-luciferase reporter, luminescence, 24 h; Potency, µM (series often up to 57 µM), for the others: at the top dose activity change, negative = inhibition, hits mostly inhibitors; 360,000 tested, 0.72% active; further: potency means the concentration at half of the fitted maximal effect; on the % scale 0 is the no-effect control and ±100 the full control effect; nearly all actives have a fitted effect of over 55% in size
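ATXN2-luciferase reporter cells (luciferase flanked by upstream and downstream ATXN2 gene portions) were treated 24 h at 37 °C with compounds at up to 57 uM. SteadyGlo luminescence gave expression; GF-AFC fluorescence gave viability.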
WRN inhibitor: blocks human WRN helicase | Q14191 | WRN helicase unwinding, fluorescent forked duplex, kinetic | Potency, µM (series often up to 114 µM), for the others: at the highest dose activity change, negative = inhibition, usual class: inhibitors | 360,000 tested, 0.46% active | AID 651768; further: potency means the concentration at half of the fitted maximal effect; on the % scale 0 is the no-effect control and ±100 the full control effect; nearly all actives have a fitted effect of over 55% in size
Target sequence (Q14191 whole entry, looked up): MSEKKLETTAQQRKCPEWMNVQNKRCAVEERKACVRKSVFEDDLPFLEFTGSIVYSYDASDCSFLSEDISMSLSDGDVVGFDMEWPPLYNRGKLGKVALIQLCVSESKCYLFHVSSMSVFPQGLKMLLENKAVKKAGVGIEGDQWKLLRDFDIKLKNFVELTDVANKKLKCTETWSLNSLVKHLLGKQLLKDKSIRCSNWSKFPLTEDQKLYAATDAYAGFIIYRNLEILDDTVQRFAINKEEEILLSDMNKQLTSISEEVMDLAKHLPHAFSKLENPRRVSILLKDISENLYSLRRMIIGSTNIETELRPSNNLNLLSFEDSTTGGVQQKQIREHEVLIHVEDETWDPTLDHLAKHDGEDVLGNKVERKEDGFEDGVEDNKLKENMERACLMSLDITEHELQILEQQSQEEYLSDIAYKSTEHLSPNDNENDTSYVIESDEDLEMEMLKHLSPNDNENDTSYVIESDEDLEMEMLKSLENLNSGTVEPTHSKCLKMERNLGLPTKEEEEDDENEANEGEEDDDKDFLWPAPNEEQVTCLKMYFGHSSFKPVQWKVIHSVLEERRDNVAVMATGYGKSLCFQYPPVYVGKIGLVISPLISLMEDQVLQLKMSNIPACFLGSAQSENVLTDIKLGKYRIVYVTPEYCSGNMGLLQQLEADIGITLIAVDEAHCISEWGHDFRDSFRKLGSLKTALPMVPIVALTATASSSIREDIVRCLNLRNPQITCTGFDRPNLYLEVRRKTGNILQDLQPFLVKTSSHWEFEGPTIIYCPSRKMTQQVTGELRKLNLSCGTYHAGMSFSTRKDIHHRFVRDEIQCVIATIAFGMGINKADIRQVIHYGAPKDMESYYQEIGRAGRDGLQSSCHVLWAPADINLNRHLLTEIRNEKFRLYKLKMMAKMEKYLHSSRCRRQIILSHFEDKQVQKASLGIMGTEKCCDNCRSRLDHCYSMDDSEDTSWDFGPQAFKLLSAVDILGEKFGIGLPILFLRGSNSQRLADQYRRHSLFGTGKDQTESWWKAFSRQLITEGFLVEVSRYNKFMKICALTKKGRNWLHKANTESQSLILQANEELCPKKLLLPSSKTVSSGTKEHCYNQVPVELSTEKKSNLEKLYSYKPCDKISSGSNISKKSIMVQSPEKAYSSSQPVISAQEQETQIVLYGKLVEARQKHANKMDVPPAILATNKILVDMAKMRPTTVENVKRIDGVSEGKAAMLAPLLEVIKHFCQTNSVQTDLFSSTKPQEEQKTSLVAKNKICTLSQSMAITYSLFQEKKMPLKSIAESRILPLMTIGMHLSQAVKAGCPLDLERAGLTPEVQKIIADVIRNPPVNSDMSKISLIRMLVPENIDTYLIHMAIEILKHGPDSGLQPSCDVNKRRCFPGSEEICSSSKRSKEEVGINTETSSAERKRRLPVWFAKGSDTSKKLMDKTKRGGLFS
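Kinetic fluorescence helicase assay: unwinding of a quenched forked DNA duplex (100 nM final) with 2 mM ATP final raises red fluorescence (525/598 nm). Compounds sat 15 min at room temperature with 20 nM WRN beforehand.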
SW480 rereplic: DNA re-replication induction in SW480 cells | AID 624297 | Potency, µM (top dose mostly 46.1 µM), for inactives: top-dose re-replication activation, hits mostly activators | 340,000 tested, 1.8% active | SW480 DNA re-replication, Hoechst DNA content imaging, 48 h; further: potency means the concentration at half of the fitted maximal effect; % of control where 0% means no effect; nearly all actives have a fitted effect of over 55% in size
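First, 250 cells per well were seeded. Next, compound or vehicle (23 nL) was pinned in, plates sat 48 hr at 37 C. Finally Hoechst was added for 40 min before fluorescence scanning.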
KB-V1 MDR tox: kills drug-selected multidrug resistant KB-V1 cells | KB-V1 MDR cells viability, CellTiter-Glo, 72 h | 400,000 tested, 3.4% active | AID 1347076 | Potency, µM (top dose mostly 46.1 µM), inactives show top-dose activity change, negative = cytotoxicity, hits mostly cytotoxic; further: potency means the concentration at half of the fitted maximal effect; on the % scale 0 is the no-effect control and ±100 the full control effect; nearly all actives have a fitted effect of over 60% in size
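Cytotoxicity via CellTiter-Glo luminescence after 72 h compound exposure at 37 degrees C. Cells: drug-selected KB-V1 line, DMEM phenol-red free plus 10% FBS. Compounds tested at multiple concentrations; normalized data fitted to concentration-effect curves.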
HT1080 IDH1KD tx: HT-1080 IDH1 knockdown cell toxicity (counter line). HT-1080 IDH1 knockdown viability, ATP luminescence, 48 h. Potency, µM (top dose mostly 46.1 µM), inactives show at the top dose activity, negative = toxicity, usual class: cytotoxic. 360,000 tested, 2% active;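 further: potency means the concentration at half of the fitted maximal effect; 0% = DMSO wells and -100% = cell-free medium wells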
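Knockdown cells (IDH1KD HT-1080) received compounds 2 h after plating at 750 cells/well and were kept 48 h at 37 °C in 5% FBS RPMI. A CellTiter-Glo luminescence read gave % activity for curve fitting.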
MCF10A rereplic: induces DNA re-replication in MCF 10a normal breast cells. AID 624296. 350,000 tested, 2.9% active. Potency, µM (doses to about 46.1 µM), for the others: at the top dose activity, positive = re-replication, actives largely listed as activators. MCF 10A DNA re-replication, Hoechst nuclear intensity, 48 h; further: potency means the concentration at half of the fitted maximal effect; % of control where 0% means no effect; nearly all actives have a fitted effect of over 50% in size
IL-1B inflam inh: inhibitors of inflammasome signaling (IL-1 beta secretion); THP-1 LPS/ATP IL-1B secretion, AlphaLISA, 16 h; hits give low values; activity change, % at 57.5 µM; AID 743279; 360,000 tested, 4.7% active; in the data active means activity change below about -50%; inconclusive means mostly about -30% to -49%; further: on the % scale 0 is the no-effect control and ±100 the full control effect
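Secreted IL-1B measured by AlphaLISA bead assay after 16 h compound exposure of THP-1 cells; compounds (final up to 57.5 uM) added 1 h before LPS (250 ng/mL) and ATP (1.25 mM) stimulation; lower signal means less secretion.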
KB-3-1 tox: kills parental KB-3-1 adenocarcinoma cells. AID 1347075. KB-3-1 viability, CellTiter-Glo ATP luminescence, 72 h. Potency, µM (highest dose often 46.1 µM), for inactives: at the top dose activity change, negative = cytotoxic, actives largely listed as cytotoxic. 400,000 tested, 1.4% active; further: potency means the concentration at half of the fitted maximal effect; on the % scale 0 is the no-effect control and ±100 the full control effect; nearly all actives have a fitted effect of over 60% in size
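Multi-concentration cytotoxicity screen in KB-3-1 cells grown in DMEM lacking phenol red with 10% FBS. After 72 h at 37 °C with compound, ATP-dependent luminescence was recorded.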
HT1080-NT tox: kills 2HG-producing HT-1080-NT fibrosarcoma cells; HT-1080-NT fibrosarcoma viability, CellTiter-Glo ATP luminescence, 48 h; Potency, µM (highest dose often 46.1 µM), inactives show at the highest dose activity, negative = less viability, actives largely listed as cytotoxic; 360,000 tested, 1.6% active; AID 686970;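 further: NT is the 2HG producing partner of a matched IDH1 knockdown line; potency means the concentration at half of the fitted maximal effect; 0% = DMSO-treated cells and -100% = media-only wells without cells; nearly all actives have a fitted effect of over 55% in size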
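Luminescent CellTiter-Glo readout after 48 hours of compound exposure at 37 degrees C defined viability of HT-1080-NT cells. Activity was normalized to DMSO wells and cell-free media wells; concentration-response curves were fitted and assigned curve classes.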
* hit, by the source's call; ? = inconclusive; / = no result given; [ ] = remark or other dose. Unless noted, the call rests on the fitted dose curve; in most records, active means well fitted curve in the direction sought with a large enough effect; inconclusive means small, poorly fitted or top-dose-only effect, or another doubt; inactive means no such curve, though single readings can be large; an effect the other way counts as inactive or inconclusive.

No.	SMILES	ATXN2 expr inh	WRN inhibitor	SW480 rereplic	KB-V1 MDR tox	HT1080 IDH1KD tx
1	CNc1cncc(-c2cnn(CC(C)C)c2)n1	20%	2%	/	4%	4%
2	Cc1nn(C(C)(C)C)c(OC(=O)CC(C)C)c1S(=O)(=O)c1ccccc1	-25%	3%	11%	1%	?
3	CN(c1ccc(OCC(=O)NC2=NCCS2)cc1)S(=O)(=O)c1ccc(F)cc1	1%	-5%	-6%	0%	5%
4	CCOc1cc(OCC)cc(C(=O)O)c1	-11%	9%	3%	3%	2%
5	COc1cccc(/C=C(\C(=O)O)c2ccccc2)c1	-31%	-2%	-8%	5%	15%
6	CC(C)c1ccc(C2(C)NC(=O)N(CC(=O)NCC3COc4ccccc4O3)C2=O)cc1 (stereo unspecified)	-2%	-4%	2%	16µM*	4%
7	O=C(C(=O)N1CCC(c2ccccc2)CC1)c1ccccc1	/	2%	/	-17%	15%
8	Cc1ccc(S(=O)(=O)N2CCCCC2C(=O)Nc2nncs2)cc1 (stereo unspecified)	/	-10%	1%	?	-2%
9	COc1cccc(CNC(=O)COc2cccc(-n3cnnn3)c2)c1	-4%	-12%	-9%	-3%	-2%
10	COc1ccc(N2CCN(C(=O)C(=O)c3ccc(F)cc3)CC2)cc1	/	-7%	/	?	10%

No.	MCF10A rereplic	IL-1B inflam inh	KB-3-1 tox	HT1080-NT tox
1	/	-9	0%	5%
2	?	?	-7%	-18%
3	1%	12	1%	3%
4	-1%	-1	-1%	1%
5	-9%	?	7%	17%
6	4%	-7	-19%	-3%
7	/	28	11%	15%
8	12%	0	0%	0%
9	7%	10	-9%	2%
10	/	-16	-12%	-1%

Individual results from above:
WRN inhibitor, entry 7 stands at 2%
IL-1B inflam inh, entry 8 stands at 0
KB-3-1 tox, entry 4 stands at -1%
HT1080 IDH1KD tx, entry 5 stands at 15%
MCF10A rereplic, entry 6 stands at 4%

Additional results follow.
No.	SMILES	ATXN2 expr inh	WRN inhibitor	SW480 rereplic	KB-V1 MDR tox	HT1080 IDH1KD tx
11	O=C(/C=C/Nc1ccccc1Br)c1ccccn1	-82%	-4%	0%[9.22 µM]	?	?
12	CCCCN1CCc2c(c3ccccc3n2Cc2ccccc2)C1	/	-4%	?	0%	?
13	C=C1C2(C(=O)Nc3nccs3)CCC(C2)C1(C)C (stereo unspecified)	7%	-6%	-3%	7%	4%
14	CCN(C(=O)c1cn(CC)c(=O)c2cc(OC)c(OC)cc12)c1ccccc1C	-11%	-7%	0%	-19%	-7%
15	O=C(Nc1ccccc1)N1N=CCC1c1ccccc1 (stereo unspecified)	13%	-5%	-3%	2%	6%
16	O=C(Nc1ccc(-c2nc3ccccc3s2)cc1)C1=COCCO1	?	-26%[57.1 µM]	1%	5%	0%
17	N#Cc1ccc(NC(=O)COC(=O)CCc2nc3ccccc3c(=O)[nH]2)cc1	-4%	-24%	-6%	?	13%
18	CSc1ccc(S(=O)(=O)N2CCC(C(=O)Nc3ccc(C(N)=O)cc3)CC2)cc1	-11%	6%	0%	-2%	-18%
19	Cc1cccc2cc(CN(Cc3ccc(F)cc3)C(=O)N3CCOCC3)c3nnnn3c12	-12%	2%	-3%	-11%	7%
20	CC(=O)Nc1cccc(-c2csc(NCc3ccccc3)n2)c1	3%	3%	?	-5%	0%

No.	MCF10A rereplic	IL-1B inflam inh	KB-3-1 tox	HT1080-NT tox
11	4%	8	-13%	?
12	?	-23	0%	?
13	7%	26	18%	1%
14	-3%	-20	27%	0%
15	-2%	-20	5%	10%
16	4%	9	-10%	4%
17	-7%	0	-4%	12%
18	30%	-11	-1%	-18%
19	0%	11	0%	11%
20	29%	32	-1%	2%

In another format: 4 of the compounds above
(4) CCOc1cc(OCC)cc(C(=O)O)c1
- ATXN2 expr inh: -11%
- WRN inhibitor: 9%
- SW480 rereplic: 3%
- KB-V1 MDR tox: 3%
- HT1080 IDH1KD tx: 2%
- MCF10A rereplic: -1%
- IL-1B inflam inh: -1
- KB-3-1 tox: -1%
- HT1080-NT tox: 1%
(20) CC(=O)Nc1cccc(-c2csc(NCc3ccccc3)n2)c1
- ATXN2 expr inh: 3%
- WRN inhibitor: 3%
- SW480 rereplic: ?
- KB-V1 MDR tox: -5%
- HT1080 IDH1KD tx: 0%
- MCF10A rereplic: 29%
- IL-1B inflam inh: 32
- KB-3-1 tox: -1%
- HT1080-NT tox: 2%
(16) O=C(Nc1ccc(-c2nc3ccccc3s2)cc1)C1=COCCO1
- ATXN2 expr inh: ?
- WRN inhibitor: -26%[57.1 µM]
- SW480 rereplic: 1%
- KB-V1 MDR tox: 5%
- HT1080 IDH1KD tx: 0%
- MCF10A rereplic: 4%
- IL-1B inflam inh: 9
- KB-3-1 tox: -10%
- HT1080-NT tox: 4%
(15) O=C(Nc1ccccc1)N1N=CCC1c1ccccc1 (stereo unspecified)
- ATXN2 expr inh: 13%
- WRN inhibitor: -5%
- SW480 rereplic: -3%
- KB-V1 MDR tox: 2%
- HT1080 IDH1KD tx: 6%
- MCF10A rereplic: -2%
- IL-1B inflam inh: -20
- KB-3-1 tox: 5%
- HT1080-NT tox: 10%

Additional records.
No.	SMILES	ATXN2 expr inh	WRN inhibitor	SW480 rereplic	KB-V1 MDR tox	HT1080 IDH1KD tx
21	CSc1ccccc1OCc1cc(C(=O)NC2CCOC(C)(C)C2)no1 (stereo unspecified)	0%	-25%	-2%	?	7%
22	CC(C)c1ccc(Nc2nc(Cl)nc(NCc3ccco3)n2)cc1	-17%	-7%	5.8µM*	-4%	?
23	N#Cc1cc2c(nc1SCC(=O)Nc1sc3c(c1C#N)CCC3)CCCC2	17%	-7%	13%	-27%	-4%
24	O=C1CN(C(=O)COc2ccc(F)cc2Br)c2ccccc2N1	-7%[11.3 µM]	4%	-28%	17%	10%
25	COc1ccc2cc(C(C)C(=O)OC(C)C)ccc2c1 (stereo unspecified)	6%	-30%	2%	11%	8%
26	CCC1CCCCN1CCCNC(=O)C1CCCN(c2nn3c(=O)cc(C)nc3s2)C1 (stereo unspecified)	-2%	-3%	?	49%	16%
27	CCCCNC(=O)c1cccc(C(=O)NCCCC)c1	8%	4%	0%	-11%	-16%
28	NS(=O)(=O)c1ccc(Cl)c(C(=O)Nc2ccccc2[N+](=O)[O-])c1	-12%	-16%	-3%	-1%	-7%
29	CCCN(CCC)CCCNS(=O)(=O)c1cc(Br)cc2c1N(C(C)=O)CC2	-9%	-6%	-5%	2%	7%
30	CCOC(=O)N(C)c1c(CC)nc2c(OCc3ccccc3OC)cccn12	?	11%[57.1 µM]	/	?	0%

No.	MCF10A rereplic	IL-1B inflam inh	KB-3-1 tox	HT1080-NT tox
21	-7%	-7	10%	7%
22	23µM*	21	?	?
23	?	-60*	-21%	-2%
24	0%	-16	5%	0%
25	4%	28	6%	12%
26	6%	6	27%	4%
27	4%	6	5%	1%
28	?	-56*	3%	-10%
29	0%	9	-2%	2%
30	/	21	5%	-19%

Later entries:
No.	SMILES	ATXN2 expr inh	WRN inhibitor	SW480 rereplic	KB-V1 MDR tox	HT1080 IDH1KD tx
31	Fc1ccccc1-c1cc2ccccc2cn1	40%[activator]	-4%	-9%	3%	5%
32	COc1ccc(S(=O)(=O)Oc2ccc(C(=S)N3CCOCC3)cc2OC)cc1	-1%	-25%	0%	-7%	-7%
33	Cc1cccc(NC(=O)C2CCCN(S(=O)(=O)c3cccc4cccnc34)C2)c1 (stereo unspecified)	-32%	0%	-2%	-25%	-3%
34	CCc1nc2ccc(C(=O)NCCOc3ccc(OC)cc3)cn2c1N(CC)Cc1cccc(Br)c1	?	0%	/	?	?
35	Cc1sc2ncnc(N3CCC(C)CC3)c2c1C	-20%	-5%	-4%	-21%	-18%
36	O=C(CN(c1ccc2c(c1)OCCO2)S(=O)(=O)c1ccccc1)NCc1ccco1	2%	1%	-13%	-19%	-23%
37	CCC(C)(C)NC(=O)c1sccc1Oc1ccc(F)cc1[N+](=O)[O-]	-19%	-10%	-23%	?	-4%
38	Cc1sc2nc(CSC(C)C(=O)Nc3ccc(C#N)cc3)[nH]c(=O)c2c1C (stereo unspecified)	0%	-29%	1%	-15%	-17%
39	CC(OC(=O)c1cccs1)C(=O)NCCc1ccccc1 (stereo unspecified)	-6%	-31%	-10%	2%	14%
40	C[C@@H]1CN([C@H](C)CO)C(=O)CCCn2nncc2CO[C@H]1CN(C)C(=O)c1ccc(N2CCN(C)CC2)cc1	7%	-5%	/	0%	4%

No.	MCF10A rereplic	IL-1B inflam inh	KB-3-1 tox	HT1080-NT tox
31	?	1	5%	3%
32	-1%	-8	-10%	-12%
33	0%	-9	-7%	-10%
34	/	-69*	?	?
35	?	22	-20%	-19%
36	-40%[inhibitor]	-20	-18%	-6%
37	8%	5	-13%	-1%
38	16%	22	11%	-6%
39	0%	17	9%	20%
40	/	7	1%	3%

Carrying on.
No.	SMILES	ATXN2 expr inh	WRN inhibitor	SW480 rereplic	KB-V1 MDR tox	HT1080 IDH1KD tx
41	COc1ccc(CCNC(=S)N2CCN(S(=O)(=O)c3cccc(F)c3)CC2)cc1	-4%	10%	2%	-7%	-1%
42	O=C(NCCn1ccc2ccccc21)c1cccc([N+](=O)[O-])c1	20%	2%	0%	?	4%
43	C/C(=N\NC(=O)Cc1cccn1C)c1ccco1	1%	-9%	-5%	?	0%
44	COc1ccc(CN2CCC(C(=O)NC(c3ccc4c(c3)OCO4)c3ccccn3)CC2)cc1 (stereo unspecified)	6%	4%	/	1%	-15%

No.	MCF10A rereplic	IL-1B inflam inh	KB-3-1 tox	HT1080-NT tox
41	3%	15	-1%	-8%
42	1%	0	-9%	0%
43	-1%	7	-4%	6%
44	/	-2	0%	4%

Screening data as filed in PubChem.
